Screening results as filed in PubChem.
TSG101-PTAP inh = qHTS Assay for Iinhibitors of HIV-1 Budding by Blocking the Interaction of PTAP/TSG101; AID 493005, 2010; Potency, µM (highest dose often 115 µM), without a hit: at the top dose activity change, negative = inhibition, most hits filed as inhibitors; Tumor susceptibility gene 101 protein (Homo sapiens), Q99816; Fluorescence polarization, FITC-PTAP peptide / Tsg101 binding; 340,000 tested, under 10 active; active = well fitted inhibition curve with a large enough effect in the main read-out, with a control signal flat, not every such curve was filed as active; inconclusive = small, poorly fitted or top-dose-only effect, or effect the other way, or a change in a side signal; inactive = no such curve, though single readings can be large or run the other way; note: potency is the fitted concentration of half-maximal effect; % of control where 0% means no effect
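Steps: Tsg101 binding domain dispensed (10 uM final), compounds pinned in DMSO, FITC-labeled PTAP-motif peptide added (50 nM final); after 20 min binding at room temperature, polarization measured.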
ELG1 DNA repair = qHTS screen for small molecules that inhibit ELG1-dependent DNA repair in human embryonic kidney (HEK293T) cells expressing luciferase-tagged ELG1; HEK293T ELG1-luciferase reporter, luminescence, 16 h; DNA damage induced by 5-fluorouridine; Potency, µM (highest dose often 46.1 µM), inactives show at the top dose activity change, negative = inhibition, most hits filed as inhibitors; actives 2.3% (n = 330,000); AID 504467, 2011; note: potency is the fitted concentration of half-maximal effect; % is set by controls: 0 for no effect and ±100 for the full control effect; nearly all actives have a fitted effect of over 55% in size
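Overnight (16 hr) co-exposure of 2,000 cells/well to 5-fluorouridine and compound at 37 °C preceded detection. Luciferase was quantified via ONE-Glo luminescence; loss of signal denotes inhibition.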
TCR activator = Activators of T cell receptors: qHTS campaign. primary human leukocytes, anti-CD3, IL-2 HTRF, 48 h. Potency, µM (top dose mostly 9.22 µM), for the others: top-dose activation of IL-2 secretion, actives largely listed as activators. 330,000 tested, under 10 active. AID 504894, 2011; note: % of control where 0% means no effect
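Using a-CD3 beads without co-stimulation, primary human leukocytes were exposed to compounds for 48 hr. An HTRF IL-2 kit measured the cytokine, with europium-to-d2 energy transfer producing emission at 665nm upon 320nm excitation.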
Chronic BCR inh = qHTS Assay to Find Inhibitors of Chronic Active B-Cell Receptor Signaling; ABC-DLBCL IkBa-CBG/CBR reporter, luminescence ratio, 4 h; Potency, µM (doses to about 46.1 µM), without a hit: top-dose ratio change, negative = lower green/red ratio, most hits filed as inhibitors; actives 0.05% (n = 340,000); active = well fitted inhibition curve with a large enough effect in the signal ratio, with a control signal flat, not every such curve was filed as active; inconclusive = small, poorly fitted or top-dose-only effect, or effect the other way, or a change in a side signal; the % refers to the signal ratio;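 note: potency is the fitted concentration of half-maximal effect; plate controls were basal doxycycline-induced cells for no effect and cells given 10 µM MG132 for full effect; MG132 reads +100%, hits lower the ratio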
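Cell line TMD8 (human ABC DLBCL), stably expressing tet-inducible CBG68-IkBa fusion and CBR; IMDM/0.5% FBS; cpd up to 46 uM; dox induction, 4 h, 37C/5% CO2; dual luminescence; green/red ratio; MG132 control.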
A-T KAP1 phos = qHTS Assay for Identifying a Potential Treatment of Ataxia-Telangiectasia | […] A-T fibroblasts, KAP-1 phosphorylation AlphaLISA; neocarzinostatin DNA damage 30 min before lysis | Potency, µM (top dose mostly 57.5 µM), for inactives: at the top dose activation, usual class: activators | actives 0.19% (n = 320,000) | AID 485349, 2010; note: potency is the fitted concentration of half-maximal effect; % of control where 0% means no effect; nearly all actives have a fitted effect of over 45% in size
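hTERT-immortalized A-T patient fibroblasts ([…]), 500 cells/well in OPTI-MEM, 1% FBS, got compounds for 60 min, then NCS for 30 min at 37C. Lysates were then assayed for phospho-KAP-1 by AlphaLISA (anti-pKAP1 donor, anti-KAP1 acceptor beads), 6 hr at 25C.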
TSHR antagonist = Antagonists of the Thyroid Stimulating Hormone Receptor: HTS campaign. Thyrotropin receptor (Homo sapiens), P16473. TSHR-expressing cells, TSH-stimulated cAMP HTRF, 2 h; active compounds read low. activity change, negative = inhibition, % at 11.5 µM. actives 0.2% (n = 330,000);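 active = activity change below a set negative limit, meaning inhibition stronger than a set level, cut at about -70% in these data; inconclusive = activity change between two set negative limits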; note: % is set by controls: 0 for no effect and ±100 for the full control effect
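TSHR-expressing cells, 200/well, pre-treated with compound, then stimulated with EC80 TSH (4nM final) for 2 hours at 37 deg C. cAMP measured by competitive HTRF: anti-cAMP cryptate antibody in lysis buffer plus cAMP-d2, read after 30 minutes at room temperature.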
Tb PFK block = qHTS Assay to Find Inhibitors of T. brucei phosphofructokinase. ATP-dependent 6-phosphofructokinase (Trypanosoma brucei brucei), O15648. T. brucei PFK, ADP-Glo luminescence. Potency, µM (top dose mostly 57.5 µM), without a hit: at the top dose activity, negative = inhibition, hits mostly inhibitors. actives 0.17% (n = 330,000);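 note: potency is the fitted concentration of half-maximal effect; 0% = uninhibited 1x PFK enzyme wells and -100% = no-enzyme wells; nearly all actives have a fitted effect of over 60% in size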
Target sequence (O15648 whole entry, looked up): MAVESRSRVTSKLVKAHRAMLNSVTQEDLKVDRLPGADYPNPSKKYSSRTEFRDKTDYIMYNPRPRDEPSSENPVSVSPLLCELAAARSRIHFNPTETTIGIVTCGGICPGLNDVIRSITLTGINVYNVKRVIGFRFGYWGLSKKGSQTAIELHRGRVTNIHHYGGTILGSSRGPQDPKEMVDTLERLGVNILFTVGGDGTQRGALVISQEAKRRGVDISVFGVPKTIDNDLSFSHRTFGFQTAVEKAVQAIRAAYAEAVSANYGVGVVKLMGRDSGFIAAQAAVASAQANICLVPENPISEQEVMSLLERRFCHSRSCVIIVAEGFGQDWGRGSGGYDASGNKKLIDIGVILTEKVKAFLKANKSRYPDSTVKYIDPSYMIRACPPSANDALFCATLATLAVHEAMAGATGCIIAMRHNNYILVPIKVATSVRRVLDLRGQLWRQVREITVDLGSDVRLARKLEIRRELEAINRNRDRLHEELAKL
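In TEA buffer at pH 8.0 with 5 mM MgCl2, enzyme (1.25 nM) converted F6P (0.5 mM) and ATP (0.1 mM) for 45 min at room temperature. ADP product was read by luciferase luminescence.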
Integrin act MD = qHTS for Activators of Integrin-Mediated Alleviation for Muscular Dystrophy; alpha7betagal myoblasts, beta-gal FDG fluorescence, 48 h; Potency, µM (titrated, usually from 38.3 µM), without a hit: at the highest dose activation, actives largely listed as activators; actives 0.064% (n = 350,000); AID 624291, 2012;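 note: potency is the fitted concentration of half-maximal effect; 100% = response of the positive control SU9516; nearly all actives have a fitted effect of over 60% in size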
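alpha7betagal+/- myoblasts (passage 13, 250/well) treated 48 h at 37C with compounds at 1:260 dilution of DMSO stock. Lysed, then beta-galactosidase activity read as FDG fluorescence (ex 480/em 540) after 30 min, with pre-read for autofluorescence.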
Mito fusion yeast = qHTS Assay for Small Molecule Inhibitors of Mitochondrial Division or Activators of Mitochondrial Fusion. S. cerevisiae fusion-defective mutant growth rescue, CellTiterGlo 48 h. Potency, µM (highest dose often 46.1 µM), without a hit: at the top dose growth rescue (activation), usual class: activators. actives 0.23% (n = 320,000). AID 485298, 2010;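 note: potency is the fitted concentration of half-maximal effect; % of control where 0% means no effect; nearly all actives have a fitted effect of over 45% in size; temperature-sensitive fusion mutants such as fzo1-1 at 37 °C on non-fermentable ethanol glycerol medium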
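Compounds are tested for their ability to restore growth of mitochondrial fusion-defective yeast strains at non-permissive 37C in YPEG medium over 48 hours. Viability is quantified by luciferase luminescence.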
Eya2 phos inh = qHTS Assay for Inhibitors of the Phosphatase Activity of Eya2; Protein phosphatase EYA2 (Homo sapiens), O00167; actives 0.006% (n = 330,000); recombinant Eya2, OMFP fluorescence dephosphorylation (OMFP is methylfluorescein phosphate); Potency, µM (doses to about 76.9 µM), without a hit: at the top dose activity, negative = inhibition, usual class: inhibitors; note: potency is the fitted concentration of half-maximal effect; % is set by controls: 0 for no effect and ±100 for the full control effect
Target sequence (O00167 whole entry, looked up): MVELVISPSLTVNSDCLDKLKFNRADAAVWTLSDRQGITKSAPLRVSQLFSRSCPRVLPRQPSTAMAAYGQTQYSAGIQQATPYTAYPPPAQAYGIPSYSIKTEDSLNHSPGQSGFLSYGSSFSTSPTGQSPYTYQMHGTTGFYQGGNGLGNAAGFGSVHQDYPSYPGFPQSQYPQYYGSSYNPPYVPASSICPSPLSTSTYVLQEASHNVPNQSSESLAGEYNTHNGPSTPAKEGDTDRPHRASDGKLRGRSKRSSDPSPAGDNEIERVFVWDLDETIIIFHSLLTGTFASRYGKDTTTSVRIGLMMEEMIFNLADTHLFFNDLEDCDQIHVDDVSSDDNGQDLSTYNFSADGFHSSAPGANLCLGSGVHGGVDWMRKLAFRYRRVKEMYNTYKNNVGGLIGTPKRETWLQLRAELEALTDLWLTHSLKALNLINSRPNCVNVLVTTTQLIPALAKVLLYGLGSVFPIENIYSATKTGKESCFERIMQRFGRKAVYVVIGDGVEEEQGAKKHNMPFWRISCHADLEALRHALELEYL
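Eya2 (0.2 uM) preincubated 10 min at ambient with compound, then OMFP substrate added at 50 uM; 10 min reaction in 50 mM HEPES pH 7.5, 50 mM NaCl, 5 uM MgCl2, 0.05% BSA, 1 mM DTT. Fluorescence read at Ex 485/Em 525 nm.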
S-ASM inh = Inhibitors of Secretory Acid Sphingomyelinase (S-ASM): qHTS; actives 0.006% (n = 340,000); placental ASM, HMU-PC fluorogenic substrate, 60 min; Potency, µM (titrated, usually from 57.5 µM), for the others: top-dose activity change, negative = inhibition, hits mostly inhibitors; Sphingomyelin phosphodiesterase (Homo sapiens), P17405; AID 504937, 2011; note: potency is the fitted concentration of half-maximal effect
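HMU-PC0 cleavage (9 uM final) by human placental ASM, 60 min at 37 °C following 10 min compound exposure at RT; stopped at pH 10, fluorescence Ex 386/Em 447 nm.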
* = called active by the depositor; ? = inconclusive; . = no result given; [ ] = dose if it differs, or a comment. Unless noted, calls come from the whole dose curve; as a rule, active = well fitted curve in the direction sought with a large enough effect; inconclusive = small, poorly fitted or top-dose-only effect, or another doubt; inactive = no such curve, though single readings can be large; an effect the other way counts as inactive or inconclusive.

SMILES	TSG101-PTAP inh	ELG1 DNA repair	TCR activator	Chronic BCR inh	A-T KAP1 phos	TSHR antagonist	Tb PFK block	Integrin act MD	Mito fusion yeast	Eya2 phos inh	S-ASM inh
CC(=O)NC(=S)Nc1ccc2oc(=O)ccc2c1	-3%	?	3%	0%	5%	8	-9%	-6%	1%	9%	0%
CCc1ccc(NC(=O)CS(=O)CC(=O)N2CCN(c3ccccc3F)CC2)cc1 (stereo not given)	-2%	10%	-5%	-10%	-7%	12	0%	-25%	2%	5%	1%
COc1ccc(CCN(C)C(=O)c2cc(-c3ccccc3)nc3ccccc23)cc1OC	.	?	0%	?	16%	-22	-1%	0%	1%	-10%	1%
C1=C(c2sc3ccccc3c2-c2ccc(OCCN3CCOCC3)cc2)CCCC1	1%	9%	11%	5%	0%	4	5%	22%	.	-14%	?
CNC(=S)N(CCN(C)C)Cc1cc2cc3c(cc2[nH]c1=O)OCO3	-1%	18%	-4%	-2%	21%	11	-2%	9%	-2%	2%	31%[activator]
NCCCCCc1nnc(SCc2cccc(Cl)c2)o1	-5%	-4%	-1%	?	-1%	-6	-8%	-7%[7.66 µM]	-9%	10%	4%
N#Cc1c(-c2ccc(Cl)cc2)c(C#N)c(=O)n(N)c1N	1%	?	0%[46.1 µM]	5%	4%	22	-1%	4%	2%	-24%	-3%
O=C(O)CSc1c(-c2ccccc2)[nH]c2ccccc12	-3%	14%	-3%[46.1 µM]	2%	0%	14	0%	11%	?	4%	2%
O=c1cc(-c2ccccc2)[nH]c2cc(Cl)ccc12	-1%	7%	13%	-9%	4%	-2	7%	-14%	0%	9%	9%
COc1ccccc1NS(=O)(=O)c1ccc2oc(SCc3ccc(C#N)cc3)nc2c1	0%	?	-2%[46.1 µM]	1%	5%	-32	0%	-26%	15%	-5%	-1%
O=C(c1ccccc1SCc1ccccc1)N1CCCCCC1	-3%	-12%	1%	?	5%	-3	-1%	13%	-3%	-10%	4%
Nc1c(-c2ccc(F)cc2)cnc2ncnn12	5%	7%	-1%	1%	-3%	9	-1%	-18%[7.66 µM]	3%	-3%	1%
COCCCNC(=O)c1cc(C)nc2ccc(F)cc12	.	0%	.	16%	13%	33	-1%	13%	-2%	12%	-3%
CC(C)(C)n1nc2c(c1NC(=O)COc1ccc(Cl)cc1)CS(=O)(=O)C2	-1%	-12%	2%	-6%	1%	0	-21%	4%	-3%	-15%	4%
OC(COc1ccc2c(c1)CCC2)CN1CCN(c2cccc(Cl)c2)CC1 (stereo not given)	-2%	-2%	5%	-4%	0%	7	-1%	-38%	3%	-29%	-9%
ON=C1CCN(c2ncc(C(F)(F)F)cc2Cl)CC1	1%	5%	-3%	-10%	-2%	3	0%	-13%	-2%	6%	-2%
CC(C)(C)c1nc(NCC2CCCO2)c2nnn(Cc3ccccc3)c2n1 (stereo not given)	-2%	10%	-4%	1%	4%	-3	2%	-13%	-13%	12%	-6%
Cc1ccccc1P(=O)(CO)c1ccccc1C	-5%	-6%	4%	3%	1%	-6	-4%	8%	0%	-8%	8%
Cc1ccc(OCCc2csc(N)n2)cc1	-2%	?	-5%	?	8%	5	0%	22%	2%	6%	1%
COc1ccc(C(=O)Nc2cc(C(F)(F)F)ccc2Cl)cc1OC	-3%	-9%	5%	12%	4%	4	-2%	0%	-5%	3%	-3%
CCC(=O)Nc1ccc(C(=O)NNC(=O)c2cccs2)cc1	.	19%	.	-5%	0%	10	0%	-1%	2%	0%	-1%
CCC(C(=O)NCc1cccnc1)n1nc(C)c2sc3ccccc3c2c1=O (stereo not given)	-2%	-1%	5%	6%	-6%	-1	6%	-41%	4%	-7%	2%
Cc1cccc(NC(=O)c2onc3c2CCCC3)c1C	-3%	?	3%	?	1%	0	-1%	-8%	3%	-11%	0%
CN1CCN(S(=O)(=O)c2cccc(C(=O)NC3(C)CCS(=O)(=O)C3)c2)CC1 (stereo not given)	-1%	?	2%	1%	0%	4	0%	21%	-1%	16%	5%
CCc1ccc(NC(=O)NC2CCCCCCC2)cc1	-1%	?	-4%	11%	20%	-13	0%	?	-4%	-20%	0%
Cc1ccc(-n2nnnc2SCc2nnc(-c3ccccc3Br)o2)cc1	-2%	-4%	1%	-1%	1%	-10	0%	-20%	16%	3%	-7%
Cc1ccc(S(=O)(=O)N(C)C)cc1NC(=O)COc1ccc(-c2nnco2)cc1	-1%	-7%	2%	-17%	8%	3	-5%	-12%	0%	-8%	5%
COc1cc(NC(=O)c2sc3ncn(CC(=O)N4CCCC(C)C4)c(=O)c3c2C)cc(OC)c1OC (stereo not given)	1%	?	-2%	-2%	0%	4	0%	-23%	0%	-7%	0%
COCCSc1nnc(NC(=O)Cc2ccccc2OC)s1	-4%	-2%	-7%	2%	-6%	4	-1%	9%	-6%	2%	-1%
Cc1c(C(=O)C(=O)N2c3ccc(F)cc3CCC2C)c2ccccc2n1C (stereo not given)	-1%	-1%	9%[46.1 µM]	?	-5%	-7	0%	-3%	-7%	-3%	-3%
COc1cccc(Oc2coc3c(CN4CCOCC4)c(O)ccc3c2=O)c1	-4%	-2%	-19%	?	-1%	-1	2%	-1%	-3%	-6%	17%
CCOC(=O)N1CCC(n2c(SCC(=O)NCc3ccco3)nc3ccsc3c2=O)CC1	-8%	?	6%	?	-16%	-3	-5%	-14%[7.66 µM]	-2%	-7%	0%
CCC(C)C(NC(=O)OC(C)(C)C)C(=O)NC(C(=O)NC(C)C(N)=O)C(C)C (stereo not given)	-4%	0%	0%	-3%	3%	10	-6%	29%	2%	13%	-2%
COc1nc(-c2ccc(C)cc2)ccc1-c1noc(-c2cccnc2)n1	0%	3%	2%	-1%	0%	-9	-1%	2%	0%	7%	5%
CC(/C=N/NC(=O)Cc1cccn1C)=C\c1ccco1	-4%	19%	0%	5%	1%	-1	?	-4%	-3%	-39%	-5%
CCCCCOc1ccccc1C(=O)NCCCCCC(=O)O	-5%	-3%	-4%	-12%	-4%	-1	-2%	9%	5%	24%	2%
O=P(O)(CCCCP(=O)(O)CCc1ccccc1)CCc1ccccc1	.	7%	.	1%	0%	2	4%	.	3%	0%	.
Cc1nc(NC(=O)CN2CC(C)OC(C)C2)sc1C(=O)N(C)C (stereo not given)	1%	3%	-4%	0%	0%	3	0%	3%	-3%	-18%	5%
Cc1ccc(C(=O)Cc2nnc(C)s2)cc1	-2%	?	-2%[46.1 µM]	?	0%	-4	-1%	-3%	?	-16%	4%
CSc1cc(-c2ccc(Cl)cc2)c(C(=O)NN)s1	-5%	-2%	-1%	?	8%	-10	1%	7%	1%	-17%	4%
CC(CNC(=O)CN(C)CC(=O)Nc1ccccc1Br)c1ccccc1 (stereo not given)	1%	-9%	-2%	-8%	9%	-3	0%	7%	-1%	15%	2%
CC[C@H](C)[C@H](NC(=O)OCc1ccccc1)C(=O)Nc1ccc(NC(C)=O)cc1	1%	-6%	-1%	-2%	2%	-6	2%	-20%	-1%	-4%	2%
